# SNCA expr inhib = inhibitors of alpha-synuclein (SNCA) gene expression | Potency, µM (top dose mostly 57.2 µM), for inactives: at the highest dose activity change, negative = inhibition, usual class: inhibitors | AID 1671194 | HEK-293 SNCA-luciferase knock-in, luminescence, 24 h | 140,000 tested, 0.17% active;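 note: potency is the fitted concentration of half-maximal effect; plate controls were DMSO cells for no effect and cell-free wells for full effect; nearly all actives have a fitted effect of over 45% in size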
# NIH3T3 tox = NIH 3T3 cell cytotoxicity | NIH 3T3 viability, CellTiter-Glo ATP luminescence, 48-72 h | Potency, µM (highest dose often 96.7 µM), inactives show top-dose activity change, negative = cytotoxicity, actives largely listed as inhibitors | 94,000 tested, 4.3% active; note: potency is the fitted concentration of half-maximal effect; nearly all actives have a fitted effect of over 55% in size
#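 Viability of NIH 3T3 cells after 48 or 72 hr compound treatment at 37 °C was assessed by CellTiter-Glo, with luminescence imaged following a 10 min room-temperature step.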
# Luciferase inh = blocks purified firefly luciferase enzyme activity | P08659 | purified P. pyralis luciferase, luminescence, biochemical | Potency, µM (titrated, usually from 115 µM), for inactives: at the highest dose activity change, negative = inhibition, most hits filed as inhibitors | 76,000 tested, 2.5% active; note: potency is the fitted concentration of half-maximal effect; nearly all actives have a fitted effect of over 65% in size
#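 Purified P. pyralis luciferase (10nM final) in 50mM Tris acetate pH 7.5, 10mM Mg acetate, 0.01% Tween-20, 0.05% BSA with 10uM D-luciferin and 10uM ATP. Compounds titrated qHTS. Luminescence imaged on CCD.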
# HEK293 tox = HEK 293 cell cytotoxicity | HEK 293 viability, ATP luminescence (CellTiter-Glo), 48-72 h | Potency, µM (highest dose often 115 µM), inactives show at the top dose activity change, negative = cytotoxicity, usual class: inhibitors | 94,000 tested, 6.6% active | AID 1345083; note: potency is the fitted concentration of half-maximal effect; nearly all actives have a fitted effect of over 60% in size
#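 Luminescence from cellular ATP, measured with CellTiter-Glo, indicates HEK 293 viability. Cells plated at 250 cells/well are treated with compound for 48 or 72 hr at 37 degree Celsius before reagent addition.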
# HEK293 viab = cell viability loss counter-screen; Potency, µM (doses to about 57.1 µM), without a hit: at the top dose activity change, negative = cytotoxicity, hits mostly cytotoxic; HEK-293-SNCA-luc viability, GF-AFC fluorescence, 24 h; 150,000 tested, 0.12% active;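 note: potency is the fitted concentration of half-maximal effect; 0% = DMSO-treated cells and -100% = medium-only wells without cells; nearly all actives have a fitted effect of over 30% in size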
#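 HEK-293-SNCA-luc cells (1500/well) plated 24 h, then exposed 24 h to a dilution series; GF-AFC added 30 min at 37C, fluorescence 405/540 nm; normalised to medium-only and DMSO wells, Hill fit.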
# IP6K1 inhibitor = blocks human inositol hexakisphosphate kinase 1; IP6K1 kinase, ADP-Glo luminescence, 2 h; active compounds read low; AID 1645851; 140,000 tested, 0.81% active; Q92551; activity change, % (series mostly up to about 58 µM); in the data active = activity change below about -25%
# Target sequence (Q92551 whole entry, looked up): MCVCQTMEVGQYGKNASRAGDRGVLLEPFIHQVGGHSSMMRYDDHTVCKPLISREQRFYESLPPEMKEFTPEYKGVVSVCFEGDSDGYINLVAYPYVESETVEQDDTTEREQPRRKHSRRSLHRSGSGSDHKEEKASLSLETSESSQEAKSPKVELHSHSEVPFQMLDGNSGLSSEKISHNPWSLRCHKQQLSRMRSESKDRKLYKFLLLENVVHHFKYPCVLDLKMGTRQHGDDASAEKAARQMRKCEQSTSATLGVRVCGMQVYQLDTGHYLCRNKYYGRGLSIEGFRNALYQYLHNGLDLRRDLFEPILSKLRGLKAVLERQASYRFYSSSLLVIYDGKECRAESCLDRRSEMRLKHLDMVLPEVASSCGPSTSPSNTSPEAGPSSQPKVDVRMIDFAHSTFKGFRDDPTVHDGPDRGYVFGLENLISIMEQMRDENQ
#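 ADP-Glo luminescence measures ADP made by human IP6K1 during a 2 h RT reaction with ATP/IP6 (mix at 1.3 mM/130 uM); top library doses 57.5 and 19.1 uM final.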
# GPT2 inhibitor = GPT2 alanine aminotransferase inhibition. Q8TD30. Recombinant GPT2, coupled pyruvate oxidase/HRP Amplex Red fluorescence. Potency, µM (titrated, usually from 57.7 µM), without a hit: at the highest dose activity change, negative = inhibition, most hits filed as inhibitors. 100,000 tested, 0.25% active. AID 1671188; note: potency is the fitted concentration of half-maximal effect; nearly all actives have a fitted effect of over 60% in size; many of its hits are not listed in these tables
# Target sequence (Q8TD30 whole entry, looked up): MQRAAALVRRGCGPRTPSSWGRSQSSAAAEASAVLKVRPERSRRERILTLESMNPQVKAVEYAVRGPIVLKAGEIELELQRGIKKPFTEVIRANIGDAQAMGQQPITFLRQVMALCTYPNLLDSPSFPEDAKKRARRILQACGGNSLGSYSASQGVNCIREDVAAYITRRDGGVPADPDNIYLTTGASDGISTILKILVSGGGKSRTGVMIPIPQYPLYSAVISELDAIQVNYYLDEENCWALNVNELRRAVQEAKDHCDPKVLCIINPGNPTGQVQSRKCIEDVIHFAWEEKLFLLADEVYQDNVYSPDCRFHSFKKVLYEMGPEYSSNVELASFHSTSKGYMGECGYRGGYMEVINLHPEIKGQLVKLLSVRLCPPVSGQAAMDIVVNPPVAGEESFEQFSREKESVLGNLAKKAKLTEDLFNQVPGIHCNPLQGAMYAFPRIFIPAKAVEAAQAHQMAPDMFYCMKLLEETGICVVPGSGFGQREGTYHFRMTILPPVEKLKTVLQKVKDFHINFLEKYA
#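 Fluorescence read-out: pyruvate from GPT2 turnover coupled to pyruvate oxidase, HRP and Amplex Red (0.2mM ThPP, 0.2U/mL PO and HRP, 50uM Amplex final). Substrates 250uM a-KG, 2mM L-alanine; enzyme 10ng/uL; 30 min RT.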
# The depositor's hits bear a star; i = inactive; ? = inconclusive; . = no result given; [ ] = another dose, or the depositor's remark. Unless noted, calls come from the whole dose curve; as a rule, active = well fitted curve in the direction sought with a large enough effect; inconclusive = small, poorly fitted or top-dose-only effect, or another doubt; inactive = no such curve, though single readings can be large; an effect the other way counts as inactive or inconclusive. Unless noted, % is set by controls: 0 for no effect and ±100 for the full control effect. These rows are one share of the data; count on the stated rates, not on these rows.
cpd	structure	SNCA expr inhib	NIH3T3 tox	Luciferase inh	HEK293 tox	HEK293 viab	IP6K1 inhibitor	GPT2 inhibitor
1	CN(C(=O)c1nn(C)c2c1CS(=O)(=O)c1ccccc1-2)c1cccc(Cl)c1	?	.	.	.	3%	0	.
2	CCOCCCNc1ncnc2c1CN(c1cccc(C)c1)C(=O)CN2C	-1%	-24%	.	0%	-3%	10	?
3	Cc1[nH]c2ccc(F)cc2c1CCNC(=O)c1cc2cc(Cl)ccc2oc1=O	50%[activator]	.	.	.	-25%	-11	.
4	CCc1c(C)sc2c1CCN(Cc1cccc(F)c1)C2c1ccccc1 (stereo not drawn)	?	.	.	.	?	9	.
5	Cc1ccc(OCC(=O)N(Cc2ccc(Cl)cc2)Cc2ccco2)cc1C	-8%	.	.	.	-4%	6	.
6	O=C1COc2ccc(-c3ccccc3F)nc2CN1Cc1ccccc1	-29%[87.6 µM]	?	-11%[172 µM]	?	3%[87.6 µM]	-3	4%[88.5 µM]
7	CN(C)c1nc(-c2ccncc2)nc2c1CCN(C(=O)c1cc(=O)[nH][nH]1)C2	4%	-12%	0%	-28%	-1%	-8	?
8	COc1ccc(Cl)cc1C(=O)Nc1cccc(-c2nnc3n2CCCC3)c1	-6%	-22%	-3%	?	-7%	19	i
9	COc1ccc(CNC(=O)Cn2c(=O)nc(-c3ccccc3F)c3cc(Cl)ccc32)cc1	182%[activator]	.	.	.	-11%	-3	.
10	COc1ccc(C2CC(=O)Nc3c2c(=O)[nH]c2nc4ccccc4n32)cc1OC (stereo not drawn)	?	.	.	.	11%	-11	.
11	CCOC(=O)C1CCCN(c2c(C(=O)c3ccc(C)cc3)cnc3ccc(OCC)cc23)C1 (stereo not drawn)	-34%	.	.	.	-2%	-9	.
12	Cc1noc(C)c1S(=O)(=O)N1CCC(c2noc(-c3ccccn3)n2)C1 (stereo not drawn)	16%	i	-2%	0%	-5%	9	-10%
13	CCOc1ccc(CCNC(=O)Cn2ccn3nc(-c4ccccc4)c(CO)c3c2=O)cc1OCC	4%	?	-10%	?	-11%	9	2%
14	Cc1cnn(CCC(=O)N2C[C@@H](CO)[C@H](c3ccncc3)C2)c1	2%	-1%	4%	-9%	6%	8	0%
15	COc1ccc(CCC(=O)N2CCC3(CCC3OC)CC2)cc1 (stereo not drawn)	-2%	-23%	.	-17%	5%	16	4%
16	Cc1cccc(N2CCN(C(=O)c3cnn(-c4ccc(F)cc4F)c3C3CCN(C(=O)OC(C)(C)C)CC3)CC2)c1C	12%	.	.	.	8%	-3	.
17	Cc1cc(F)ccc1S(=O)(=O)Nc1cc2c(C(=O)O)c(C)oc2c2ccccc12	3%	.	.	.	-1%	1	.
18	O=C(NCc1cccs1)c1cc(-c2ccc(Cl)cc2Cl)c2nncn2n1	0%	?	.	?	-16%	9	-10%
19	COc1ccc(CC(=O)NC2CCCN(c3ccnc4ccnn34)C2)cc1 (stereo not drawn)	8%	-12%	.	5%	-15%	8	i
20	COC(=O)[C@@H]1Cc2ncn(Cc3ccc(Cl)cc3)c2CN1C(=O)c1ccc(C(F)(F)F)cc1	-13%	?	-4%	?	-23%	21	-7%
21	CCN1CCN(C(=O)C2Cn3cccc3C(=O)N2C)CC1 (stereo not drawn)	6%	-11%	1%	i	-6%	-2	i
22	COc1cc(C)c2c(c1C)C[C@H]([C@H](C)C(=O)O)CC2	-13%[87.6 µM]	-17%[230 µM]	-8%[230 µM]	-16%[230 µM]	25%[87.6 µM]	7	?
23	COc1ccccc1CNS(=O)(=O)c1cnc(N)nc1	44%[activator]	.	.	.	-5%	-11	.
24	COc1cccc(C2=CC(c3cc(Br)ccc3F)n3nnnc3N2)c1 (stereo not drawn)	?	.	.	.	11%	-7	.
25	CCC1c2nccn2CCCN1C(=O)CCc1ccc(OC)c(OC)c1 (stereo not drawn)	-16%	i	2%	i	-19%	-7	i
26	COc1ccc(C(=O)N2CCc3nc(C(C)C)nc(-c4ccc(OC)cc4)c3CC2)cc1	5%	?	-1%	?	?	18	0%
27	CN(Cc1ccc(-c2ccccc2)cc1)Cc1nccs1	54%[activator][87.6 µM]	?	45µM*	?	-11%[87.6 µM]	2	i
28	Cc1c(O)cccc1C(=O)N1CCCN(Cc2ccc(F)cc2)C(C(C)C)C1 (stereo not drawn)	3%	?	5%	45µM*	-4%	7	-18%
29	COc1ccc2[nH]c3c(c2c1)CCN(C)C31CCN(C(=O)c2cc(C)[nH]n2)CC1	63%[activator]	-3%	8%	?	-4%[12.5 µM]	-4	i
30	C[C@@H]1CN(Cc2cc(C(N)=O)oc2C(C)(C)C)CC[C@@]1(O)C1CCC1	6%	1%	0%	-13%	-2%	19	4%
31	Cc1c(O)cccc1C(=O)N1CCC2(CC1)CN(C)CCN2C	1%	-11%	0%	-8%	-2%	18	-12%
32	CCN1CCC[C@@H]1CNC(=O)c1ccc2c(c1)NC(=O)/C(=C/c1ccccc1F)S2	.	.	.	.	-2%	-3	?
33	COc1ccc(-c2noc(CN(C(=O)C(C)Oc3ccc(C)cc3)C(C)C)n2)cc1 (stereo not drawn)	-31%	.	.	.	-14%	-9	.
34	COc1cc(OC)cc(-c2nc(-c3nnn4c3COC(c3ccc(Cl)cc3)C4)no2)c1 (stereo not drawn)	-21%	0%	-7%	6%	2%	-7	i
35	COc1ccc(NC(=O)CN2C(=O)COc3ccc(S(=O)(=O)Nc4ccccc4)cc32)cc1OC	-4%	.	.	.	?	2	.
36	Cc1ccccc1[C@H]1C[C@@H](O)[C@@H](O)[C@@H]1NCC(C)(C)O	4%[87.6 µM]	-13%[230 µM]	7%[230 µM]	-10%[230 µM]	4%[87.6 µM]	5	-20%[88.5 µM]
37	COC[C@@H]1CN(C(=O)c2nccc3ccccc23)C[C@H]1c1nc(C)no1	12%	i	5%	i	-10%	2	i
38	CCCCNC(=O)c1ccc2c(c1)ncn2-c1cc(OC)ccc1OC	28%	.	.	.	-2%	-2	.
39	COCc1nc(C2CC(N)C2)cc(N2CCC(NS(C)(=O)=O)CC2)n1 (stereo not drawn)	?	-2%	2%	-1%	3%	-4	-17%
40	Cc1ccc(CNc2nc3ccc(Cl)cc3n3cnnc23)cc1	-8%	.	.	.	-1%	8	.
41	O=C(NC1CCN(c2nccc(Nc3ccccc3F)n2)CC1)c1ccccc1Cl	3%	?	.	?	-14%[12.5 µM]	-3	i
42	CS(=O)(=O)N1CCc2ccc(C(=O)Nc3ccc(F)cc3)cc21	-24%	-21%	8.9µM*	?	-5%	-6	?
43	COc1cc2c(cc1CN1CCN(c3ccc(C#N)cc3)C(=O)C1)CCC2	-9%	-28%	2%	-21%	-10%	0	i
44	COCCn1ncc(N2CCC(C(=O)NCc3cccc(C(F)(F)F)c3)C2)cc1=O (stereo not drawn)	?	-8%	2%	-1%	9%	7	i
45	O=C1Nc2ccc(-c3ccc(Cl)cc3)cc2C(=O)N2CC[C@H](NS(=O)(=O)c3cccs3)C[C@@H]12	-32%	?	-10%	?	-10%	-4	-9%
46	COc1ccc(C(=O)NCCn2cccc2-c2nc(-c3ccc4c(c3)OCO4)no2)cc1	95%[activator]	-1%	?	6%	-21%	4	-5%
47	CN1CCN(Cc2nc(C3(O)CCN(CC4CCCCC4)CC3)cs2)CC1	-19%[87.6 µM]	?	2%[172 µM]	?	-16%[87.6 µM]	9	?
48	COc1ccc(C)cc1NC(=O)c1cc(S(=O)(=O)N2CCCCC2)c[nH]1	-1%	.	.	.	2%	12	.
49	COCC(=O)NCC1(COc2cccnc2)C[C@@H](O)[C@@H](O)C1 (stereo partly drawn)	9%[87.6 µM]	i	-4%[172 µM]	i	-1%[87.6 µM]	2	i
50	COc1cccc(C(=O)N2CCN(C(=O)c3nc4cccnc4n(CCc4ccccc4)c3=O)CC2)c1	17%	-9%	.	?	19%	8	-3%
51	C=C1CC[C@@H]2[C@](C)(CO[C@@H]3O[C@H](CO)[C@@H](O)[C@H](O)[C@H]3O)[C@H](O)CC[C@@]2(C)[C@@H]1C/C=C1/C(=O)OC[C@H]1O	.	.	.	.	-24%[23.9 µM]	2	i
52	COc1ccc(C(=O)N2CCC(c3n[nH]c(=O)n3-c3ccc(C)cc3)CC2)cn1	2%	28µM*	2%	-4%	3%	-2	i
53	O=C(CNC(=O)c1cccc(-c2ccsc2)c1)NC1CC1	.	-30%[138 µM]	.	?	.	-4	.
54	COc1ccc(OC)c(CNC(=O)[C@H]2CCC[C@H]2NC(=O)c2ccncc2)c1	19%	-8%	-10%	-19%	4%	11	i
55	COC(=O)c1nc(NC(=O)CC[C@H]2NC(=O)c3ccccc3NC2=O)sc1C	-18%	i	-1%	12%	-4%	18	-5%
56	CCc1cccc(C)c1NC(=O)Cn1c(=O)n(-c2ccc(C)cc2)c(=O)c2c1cnn2C	17%	.	.	.	-18%	-6	.

# Structures above that contain a tert-butyl group:
cpd	structure	SNCA expr inhib	NIH3T3 tox	Luciferase inh	HEK293 tox	HEK293 viab	IP6K1 inhibitor	GPT2 inhibitor
16	Cc1cccc(N2CCN(C(=O)c3cnn(-c4ccc(F)cc4F)c3C3CCN(C(=O)OC(C)(C)C)CC3)CC2)c1C	12%	.	.	.	8%	-3	.
30	C[C@@H]1CN(Cc2cc(C(N)=O)oc2C(C)(C)C)CC[C@@]1(O)C1CCC1	6%	1%	0%	-13%	-2%	19	4%

# Returning to the listing, repeating the 2 entries before the break.
cpd	structure	SNCA expr inhib	NIH3T3 tox	Luciferase inh	HEK293 tox	HEK293 viab	IP6K1 inhibitor	GPT2 inhibitor
55	COC(=O)c1nc(NC(=O)CC[C@H]2NC(=O)c3ccccc3NC2=O)sc1C	-18%	i	-1%	12%	-4%	18	-5%
56	CCc1cccc(C)c1NC(=O)Cn1c(=O)n(-c2ccc(C)cc2)c(=O)c2c1cnn2C	17%	.	.	.	-18%	-6	.
57	CCc1noc([C@@H]2CC(F)(F)CN2C(=O)c2ccc(F)cn2)n1	1%	-1%	-6%	-2%	-2%	-9	i
58	COc1cccc(C(=O)N2CCCN(CCn3nc4n(c3=O)CCCC4)CC2)c1	.	-18%	.	2%	.	8	.
59	O=C(CC1CCOCC1)N1CCN(c2ncccn2)CC1	37%[activator]	i	6%	-1%	-7%[12.5 µM]	16	i
60	O=C(NCCC1CCN(C(=O)Nc2cc(F)cc(F)c2)CC1)c1ccccc1	79%[activator]	-26%	28µM*	?	-3%	-11	i
61	O=C(Nc1ccc(F)cc1F)N1CCOC[C@H](Oc2ccc(C(F)(F)F)cn2)C1	8%[87.6 µM]	-10%[138 µM]	8%[172 µM]	-21%[172 µM]	8%[87.6 µM]	-8	-12%[88.5 µM]
62	O=C(NCCOc1ccccc1)[C@@H]1C[C@@H](c2ccc(F)cc2)N([S+](=O)([O-])c2ccccc2)C1	-22%	?	3%	?	-4%	12	3%

# Screens: PubChem, National Center for Advancing Translational Sciences (NCATS)
